Assay outcomes deposited in PubChem BioAssay by Broad Institute.
E-sel inducer – E-selectin induction on HUVECs; P16581; HUVEC E-selectin immunofluorescence imaging; normalized: neutral wells 0, TNF-alpha wells 100; activation, % at 7.58 µM; 0.37% of 260,000 active;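 active means mean E-selectin-positive cell signal at least 10% of the positive control, reached in at least 60% of replicates, without over 20% cell loss; inconclusive means no rule given, readout overlaps actives, possibly toxicity-flagged; inactive means the rest, including those meeting only one limit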;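 further: in these data hits start at about 27%; measured in HUVEC primary endothelial cells; signal is the percent of cells scored E-selectin positive by PE staining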
Target sequence (P16581 whole entry, looked up): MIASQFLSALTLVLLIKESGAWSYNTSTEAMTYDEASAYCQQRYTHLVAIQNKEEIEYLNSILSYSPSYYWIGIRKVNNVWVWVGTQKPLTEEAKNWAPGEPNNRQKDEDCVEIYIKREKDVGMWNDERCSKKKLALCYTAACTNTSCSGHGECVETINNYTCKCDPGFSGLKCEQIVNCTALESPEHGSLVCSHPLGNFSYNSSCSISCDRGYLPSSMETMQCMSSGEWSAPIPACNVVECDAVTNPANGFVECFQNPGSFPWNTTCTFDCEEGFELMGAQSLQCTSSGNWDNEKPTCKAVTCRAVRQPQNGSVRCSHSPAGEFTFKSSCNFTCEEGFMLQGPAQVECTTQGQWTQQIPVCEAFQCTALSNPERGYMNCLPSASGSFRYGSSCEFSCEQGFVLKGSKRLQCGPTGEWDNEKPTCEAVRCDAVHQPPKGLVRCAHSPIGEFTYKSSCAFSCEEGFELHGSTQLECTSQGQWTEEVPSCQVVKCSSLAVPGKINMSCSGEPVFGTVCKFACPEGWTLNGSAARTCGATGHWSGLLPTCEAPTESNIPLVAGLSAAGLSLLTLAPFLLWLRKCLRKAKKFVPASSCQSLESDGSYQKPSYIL
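Assay system: HUVEC, human umbilical vein endothelial cells / Amount: 3,000 HUVEC/well / Controls: TNF-alpha positive control, DMSO neutral control / Compound dosing: single concentration / Medium: EGM-2 over gelatin coat / Evaluation: percent E-selectin-positive cells / Signal: immunofluorescence imaging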
RAD54 inh – blocks human RAD54 Holliday junction branch migration | FAM/BHQ fluorescence | 0.14% of 360,000 active | Q92698 | inhibition, % at 10.4 µM;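 active means mean normalized replicate activity at least 40 and at least half of replicates scoring 40 or more; inconclusive means only one of the two criteria met; inactive means mean below 40 and under half of replicates reaching 40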;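 further: 0% = median of neutral control wells and 100% = median of positive control wells; inhibitors cause a drop in the FAM fluorescence signal; in these data hits start at about 50%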
GSIS activator – GLuc luminescence reporter in INS-1E cells, primary screen for activators of glucose-dependent secretion of insulin; INS-1E GLuc reporter insulin secretion, 2-3 h; activation, % at 16.6 µM; 0.61% of 370,000 active;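 active means lowest replicate activation of at least 40%, so every replicate reaches that level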;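 further: 0% = median of neutral control wells and 100% = median of IBMX positive control wells; some compounds called inactive have numbers as strong as hits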
CASP6 VEID inh – caspase-6 (human) enzyme inhibition; P55212; purified caspase-6, Z-VEID-R110 cleavage fluorescence; inhibition, % at 12.5 µM; 0.53% of 350,000 active;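 active means mean inhibition across replicates at least about 35%, with every replicate also reaching that limit, limit read from the data; inconclusive means only one of the two criteria met; inactive means neither criterion met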;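 further: 0% = median of neutral control wells and 100% = no fluorescence left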
DENV2 CPE – DENV2-induced cell death inhibition | AID 651640 | CPE inhibition, % at 9.99 µM | 1.7% of 350,000 active | DENV2-infected cells, cytopathic effect rescue, plate reader; in the data active means CPE inhibition above about 20%, passing the limit was not always enough; inconclusive means no clear call, values can overlap the other calls; tested in BHK-21 cells;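 further: 0% = median of neutral control wells and 100% = median of positive control wells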
CFTR F508del cor – CFTR F508del correction in bronchial cells; activity (quench increase), % at 7.58 µM; 0.36% of 350,000 active; CFBE cells, YFP halide quenching; stimulated with forskolin plus potentiator P3; % fluorescence drop versus neutral controls;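 active means mean added fluorescence quench of at least 8% versus neutral control, with both replicates also reaching 8%; inconclusive means only one of the mean or replicate conditions met; inactive means mean below 8% and not both replicates reaching 8%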;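 further: cells transiently co-express mutant CFTR-F508del with the halide-sensitive YFP; corrector assay measuring rescue of mutant channel to the surface after 24 h compound exposure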
Xi reactivation – X-chromosome reactivation activator; XiGFP mouse fibroblasts, % GFP-positive cells imaging, 3 d; cells co-treated with 5-aza-dC sensitizer; scaled so ellipticine positive control = 100%; activation, % at 7.58 µM; 0.055% of 360,000 active;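 active means mean normalized replicate activation at least 10% and every replicate at or above 10%; inconclusive means only one of the two criteria met; inactive means mean below 10% and not all replicates reach 10%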;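 further: 0% = median of on-plate neutral control wells and 100% = ellipticine 6 µM median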
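System: 68-5-11 XiGFP fibroblast line; Timing: 3 days compound exposure; Compound dosing: one concentration, pinned; Benchmarks: positive control ellipticine, 6 µM final; Buffer or medium: DMEM containing 5-aza-dC.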
RAD52 inh – blocks human RAD52 DNA annealing. inhibition, % at 18.7 µM. recombinant RAD52 DNA annealing, FRET fluorescence. P43351. 0.46% of 360,000 active;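 active means every replicate showing at least 50% inhibition; inconclusive means mean inhibition at least 50% but not in every replicate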
Target sequence (P43351 whole entry, looked up): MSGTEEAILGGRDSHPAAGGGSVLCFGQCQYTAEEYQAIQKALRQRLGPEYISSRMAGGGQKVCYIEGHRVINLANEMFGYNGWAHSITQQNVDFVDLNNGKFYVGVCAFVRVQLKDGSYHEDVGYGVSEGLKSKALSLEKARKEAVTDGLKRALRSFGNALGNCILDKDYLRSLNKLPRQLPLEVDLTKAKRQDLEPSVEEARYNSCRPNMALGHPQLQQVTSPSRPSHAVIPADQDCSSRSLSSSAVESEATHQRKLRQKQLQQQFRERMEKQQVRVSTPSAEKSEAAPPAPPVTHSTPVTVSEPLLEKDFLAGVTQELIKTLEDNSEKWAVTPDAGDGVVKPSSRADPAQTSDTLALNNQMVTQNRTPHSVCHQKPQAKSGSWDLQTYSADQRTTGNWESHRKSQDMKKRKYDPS
An asterisk follows results filed as active; ? = inconclusive; . = no result given; & = joins results of further samples.

SMILES	E-sel inducer	RAD54 inh	GSIS activator	CASP6 VEID inh	DENV2 CPE	CFTR F508del cor	Xi reactivation	RAD52 inh
CC(C)NC(=O)Nc1cccc2c1O[C@H](CN(C)S(=O)(=O)c1ccccc1)[C@H](C)CN([C@H](C)CO)C2=O	-0.7	13	17	3	2	4.5	-0.2	8
COc1cccc(N2CCN(CC(=O)NC(=O)NC3CCCCC3)CC2)c1	3.6	3	-17	-4	-1	0.5	0.3	-9
CC1CN(S(=O)(=O)c2cccc(C(=O)N3CCC(C(N)=O)CC3)c2)CC(C)O1 (stereo not given)	.	-1	.	-1	-10	-1.2	0.2	-3
CC(Cc1cccnc1)NC(=O)c1cc(COc2c(F)cccc2F)on1 (stereo not given)	0.1	-5	-3	0	0	-2.9	-0.1	-11
CCOc1ccc(S(=O)(=O)N2CCC(C(=O)OC(C)C(=O)N3CCOCC3)CC2)cc1 (stereo not given)	-0.1	-4	1	-4	-12	0.1	0.0	-3
NC(=O)COc1cccc2cccnc12	.	1	9	0	-7	2.5	.	-11
Cc1cc2oc(=O)cc(CN(C)Cc3ccc(OC(F)F)cc3)c2cc1Cl	.	5	8	-1	4	4.3	-0.1	-19
O=C(N=Nc1c(O)[nH]c2ccccc12)c1cccc(S(=O)(=O)N2CCCCC2)c1	-2.3	.	-10	0	-3	.	-0.1	-15
Cc1cc(NC(=O)CCN2CCN(Cc3ccccc3)CC2)ccc1Br	0.1	3	-6	-11	-7	-1.8	-0.1	2
CCCN(C(=O)Cc1csc(-c2ccccc2)n1)C1CCS(=O)(=O)C1 (stereo not given)	-1.0	-1	-3	2	-2	-0.3	0.1	-15
COc1ccc(NC(=O)CSc2ccc3nnc(-c4ccccn4)n3n2)c(OC)c1	-0.2	0	14	5	1	-6.8	0.0	10
Cc1ccccc1OCCSCc1nc2ccccc2[nH]1	.	.	-33	-1	0	.	0.2	-17
Cc1cc(OCC(=O)Nc2ccc(CN3CCOCC3)cc2)ccc1Cl	.	1	-31	12	9	-0.3	0.1	-4
CC1(C(=O)N2CCC(CO)(Cc3cccc(C(F)(F)F)c3)CC2)CC1	.	2	-10	-3	0	1.6	0.1	-2
CO[C@H](CN(C)S(=O)(=O)c1cccc(Cl)c1)[C@H](C)CN([C@@H](C)CO)S(=O)(=O)c1ccc(Cl)cc1	0.4	-1	-34	2	2	-0.4	0.0	3
O=C(CCC(=O)N1CCN(Cc2ccc(F)cc2)CC1)Nc1nnc(C(F)(F)F)s1	.	2	-2	2	-1	0.5	0.0	-11
Cc1ccccc1-c1nn(-c2ccc(F)cc2F)cc1CNCC(C)O (stereo not given)	0.5	0	8	-2	.	0.9	0.2	-10
COc1ccccc1NC(=O)CCNC(=O)Cn1ccc2ccccc2c1=O	.	3	-4	0	.	.	.	-2
COc1ccc2c3c(n(C)c2c1)[C@@H](CO)N(C(=O)c1ccncc1)CC31CN(S(C)(=O)=O)C1	-0.4	.	9	.	13	-2.9	0.3	.
O=C(NCc1ccccc1)c1cccc(F)c1F	.	-9	6	-10	0	0.5	-0.1	-3
C[C@H]1CN([C@@H](C)CO)C(=O)c2cc(NC(=O)CCCN(C)C)ccc2O[C@@H]1CN(C)C	-0.1	-10	14	-3	1	-1.6	0.0	-6
CCCS(=O)(=O)N1CCC(C(=O)NCCC(C)C)CC1	.	.	-3	-1	0	-0.6	0.1	-7
COc1ccccc1CNC(=O)CN1C(=O)NC2(CCCc3sccc32)C1=O (stereo not given)	.	-12	11	-2	-10	-3.8	0.0	-5
COc1cc([N+](=O)[O-])ccc1N=Nc1c(N)[nH]n(-c2ccccc2)c1=O	.	.	-8	12	11	-1.2	0.2	-16
CO[C@@H]1CN(C)C(=O)c2ccc(NC(=O)c3ccccc3)cc2OC[C@H](C)N(CC2CC2)C[C@H]1C	-0.1	1	12	-4	-2	-1.6	0.3	3
COc1ccc(NC(=O)N(C)C[C@@H]2Oc3ccc(NC(=O)Nc4ccc(F)cc4)cc3C(=O)N([C@H](C)CO)C[C@H]2C)cc1	-0.2	8	6	1	-7	-0.2	-0.7	-14
FC(F)(F)c1cnc(Oc2ccccc2-c2nnco2)c(Cl)c1	.	-5	-8	-3	.	.	.	-3
COC1(C)CC2C(CC1OC(=O)c1cc([N+](=O)[O-])cc([N+](=O)[O-])c1)C2(C)C (stereo not given)	0.0	10	-11	8	1	0.3	0.0	-1
CCNC(=O)C[C@H]1CC[C@H]2[C@H](COc3ccc(NC(=O)c4cscn4)cc3C(=O)N2C)O1	0.5	-11	0	2	5	-1.2	0.0	13
CCOC(=O)Cc1csc(NC(=O)CCc2ccccc2)n1	.	-10	-19	3	-5	-2.7	0.0	-4
N#C/C(=C(O)\C=C\c1ccccc1)c1nc2ccccc2[nH]1	13	-7	7	0	2	2.4	0.3	0
C[C@H]1CN([C@@H](C)CO)C(=O)c2cc(NC(=O)C3CCCCC3)ccc2O[C@H]1CN(C)C(=O)Nc1ccc2c(c1)OCO2	17&1.1	-5&-2	-14&-7	3	-12	-2.4&0.5	-0.1&0.0	-1
CCC/C(O)=C1\C(=O)CC(c2ccccc2)CC1=NC(C)C(=O)O (stereo not given)	0.7	-7	-1	1	2	.	0.2	-12
CCN(Cc1ccccc1)S(=O)(=O)c1ccc(C(=O)N(CCCN(C)C)c2nc3cc(C)cc(C)c3s2)cc1	.	-3	-16	-14	78*	-0.8	0.0	-13
C/C(CC(=O)Nc1ccc(N(C)C)cc1)=N\NC(=O)c1ccc(C(C)(C)C)cc1	-0.3	4	-1	-1	?	-0.2	0.4	-9
CCCCC(=O)Nc1cc(OCC)c(NC(=S)NC)cc1OCC	.	-6	-8	2	-5	1.4	0.1	-7
Cc1cc2nc(=O)c(/C=C3\C=Nc4ccccc43)c(N)n2o1	0.3	-7	-1	-6	1	-1.3	-0.2	-69
C[C@@H]1CN([C@H](C)CO)C(=O)c2cc(NC(=O)CCC(F)(F)F)ccc2O[C@@H]1CN(C)C(=O)Nc1cccc2ccccc12	-9.1	11	-5	4	15	0.7	0.2	9
COc1cc(/C=C2/NC(=O)N(CC(=O)Nc3ccc(C)cc3)C2=O)ccc1Oc1ccc([N+](=O)[O-])cn1	.	.	8	-4	-6	0.0	0.0	-14
C[C@@H]1CN([C@@H](C)CO)C(=O)c2cc(Br)cnc2O[C@H]1CN(C)Cc1ccccn1	0.1	-3	53	-8	0	0.5	0.2	2
COc1ccc(CCNC(=O)C2CCN(S(=O)(=O)c3ccc(SC)cc3)CC2)cc1	0.0	3	-6	2	-4	1.2	0.3	-11
CCCCc1nnc(SC(C)C(=O)Nc2nccs2)n1C (stereo not given)	-0.7	15	26	2	6	0.1	0.0	-7
Cc1ccc(C(=O)NCCN2CCOCC2)c(Cl)c1	-0.1	-9	5	1	-1	1.0	0.0	1
CC1(C)COCN1C(=O)c1ccc(C#N)cc1	-0.2	2	21	0	?	-0.1	0.4	-12
CO[C@@H](C(=O)N(C)C[C@H]1OCc2ccccc2-c2ccccc2C(=O)N([C@@H](C)CO)C[C@@H]1C)c1ccccc1	0.4	-1	3	1	-2	1.0	0.0	-7
C/C=C/c1ccc2c(c1)O[C@@H](CN(C)Cc1cccc(F)c1)[C@H](C)CN([C@H](C)CO)S2(=O)=O	.	0	91	-7	4	0.0	-0.8	6
O=C(Nc1ccccc1Cl)c1cc(S(=O)(=O)N2CCC3(CC2)OCCO3)ccc1F	-0.2	8	.	11	-4	0.6	-0.2	-3
Cc1ccc(NC(=S)NCC2CCN(C(C)c3ccccc3)C2)cc1 (stereo not given)	.	-1	-27	-5	0	-0.1	0.2	1
Cc1ccc(NC(=O)C(C)Sc2nnc(C)n2C2CC2)cc1S(=O)(=O)N1CCOCC1 (stereo not given)	3.6	-12	-2	-1	1	-1.9	0.1	-6
O=C(CN1CCOCC1)N1CC(=O)N2[C@H](CO)[C@H](c3ccc(-c4cccc(F)c4)cc3)[C@@H]2C1	0.0	.	2	1	5	-2.8	0.0	0
CO[C@H](CN(C)Cc1ccc(-c2ccccn2)cc1)[C@@H](C)CN(C(=O)Nc1ccc(F)cc1)[C@@H](C)CO	0.0	-6	-5	-1	6	-1.0	0.1	-144
CCCCCCCCCCOC(=O)Cn1c(COc2cccc(C)c2)[n+](C)c2ccccc21	2.0	52*	171*	-73	-7	-2.6	0.0	80*
Cc1ccc(NC(=O)COC(=O)c2sccc2C)cc1S(=O)(=O)N1CCOCC1	.	.	-9	0	12	-2.7	-0.1	-19
C[C@@H]1CN([C@H](C)CO)C(=O)c2cc(-c3ccc(C#N)cc3)cnc2O[C@H]1CN(C)C(=O)CN(C)C	0.1	10	6	-4	-6	1.4	-0.9	-5
N#Cc1ccc(-c2ccc([C@@H]3[C@@H](CO)N4C(=O)CN(C(=O)C5CCC5)C[C@H]34)cc2)cc1	0.2	.	-3	1	-3	-0.6	0.2	1
COc1ccc(-c2cc(C(F)(F)F)nc(-n3ccnc3)n2)cc1	-0.1	.	30	-4	-6	-2.4	0.4	2
C[C@@H]1CN([C@@H](C)CO)S(=O)(=O)c2ccc(-c3ccc(F)cc3)cc2O[C@@H]1CN(C)Cc1cccc(F)c1	-0.1	.	6	.	.	8.0	5.0	.
Cc1ccc(NC(=O)CNC2CCCCC2)cc1Cl	0.5	-19	.	-3	8	0.1	0.1	-15
CCN(C(=O)COC(=O)c1cc(-c2ccccc2)nc2ccc(Br)cc12)C1CCS(=O)(=O)C1 (stereo not given)	18	.	-18	-1	-7	-1.1	0.0	3
COc1ccc(CN2C(=O)CCC2(C)c2nnnn2-c2c(C)cccc2C)cc1 (stereo not given)	-0.2	.	21	3	13	5.2	0.4	1

Going on with the list:
SMILES	E-sel inducer	RAD54 inh	GSIS activator	CASP6 VEID inh	DENV2 CPE	CFTR F508del cor	Xi reactivation	RAD52 inh
COc1ccc(NC(=O)c2cccnc2Sc2ccccc2)c(OC)c1	.	.	8	2	5	-1.1	0.6	-16
CCOc1ccc(N/C=C\C(=O)c2ccc3c(c2)OCO3)cc1	.	.	13	-4	-3	1.0	.	-16
Cc1cccc(NC(=O)Nc2c(C)n(C)n(-c3ccccc3)c2=O)c1C	0.0	2	7	2	-5	0.5	-0.1	-4
NS(=O)(=O)c1ccc(CCNC(=O)C2COc3ccccc3O2)cc1 (stereo not given)	.	8	6	1	1	-1.9	0.0	-6
COCCNC(=S)N1CCN(c2nc(-c3cccc(OC)c3)cs2)CC1	.	4	-28	-1	-6	1.7	0.0	3
O=C(C[C@@H]1CC[C@H](NC(=O)c2ccccn2)[C@H](CO)O1)NCc1cc(F)cc(F)c1	0.1	-9	10	-3	8	0.2	0.0	-6
NC(=O)c1nsc(C(=O)N(Cc2ccc(F)cc2)C(C(=O)NCC2CCCO2)c2ccc(O)cc2)c1N (stereo not given)	0.0	-7	-14	1	10	1.9	0.6	-12

Of the compounds above, 2 have a thiophene ring, fused or not:
SMILES	E-sel inducer	RAD54 inh	GSIS activator	CASP6 VEID inh	DENV2 CPE	CFTR F508del cor	Xi reactivation	RAD52 inh
COc1ccccc1CNC(=O)CN1C(=O)NC2(CCCc3sccc32)C1=O (stereo not given)	.	-12	11	-2	-10	-3.8	0.0	-5
Cc1ccc(NC(=O)COC(=O)c2sccc2C)cc1S(=O)(=O)N1CCOCC1	.	.	-9	0	12	-2.7	-0.1	-19
